Screens as filed in PubChem BioAssay.
TDP-43 yeast inh – TDP-43 toxicity inhibition in yeast; AID 652104; actives 1.8% (n = 410,000); TDP-43 expressing yeast growth rescue, BacTiter-Glo, 24 h; Potency, µM (highest dose often 46.1 µM), for inactives: at the top dose growth rescue (activation), most hits filed as activators; further: potency means the concentration at half of the fitted maximal effect; % of control where 0% means no effect; nearly all actives have a fitted effect of over 50% in size
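Readout is BacTiter-Glo luminescence of cell growth, so inhibitors register as activators. TDP-43-expressing yeast at OD600=0.02 in galactose medium, after raffinose pregrowth to mid-log, were incubated with compound for 24 hr at 30 deg C.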
EPAC2 ag – activates human EPAC2 exchange factor; Q8WZA2; actives 0.079% (n = 360,000); Potency, µM (highest dose often 154 µM), without a hit: at the highest dose activation, actives largely listed as activators; AID 720711; EPAC2 activation, biochemical qHTS; response scale: 100% = 6.5 mM cAMP response; further: potency means the concentration at half of the fitted maximal effect; nearly all actives have a fitted effect of over 50% in size
Target sequence (Q8WZA2 whole entry, looked up): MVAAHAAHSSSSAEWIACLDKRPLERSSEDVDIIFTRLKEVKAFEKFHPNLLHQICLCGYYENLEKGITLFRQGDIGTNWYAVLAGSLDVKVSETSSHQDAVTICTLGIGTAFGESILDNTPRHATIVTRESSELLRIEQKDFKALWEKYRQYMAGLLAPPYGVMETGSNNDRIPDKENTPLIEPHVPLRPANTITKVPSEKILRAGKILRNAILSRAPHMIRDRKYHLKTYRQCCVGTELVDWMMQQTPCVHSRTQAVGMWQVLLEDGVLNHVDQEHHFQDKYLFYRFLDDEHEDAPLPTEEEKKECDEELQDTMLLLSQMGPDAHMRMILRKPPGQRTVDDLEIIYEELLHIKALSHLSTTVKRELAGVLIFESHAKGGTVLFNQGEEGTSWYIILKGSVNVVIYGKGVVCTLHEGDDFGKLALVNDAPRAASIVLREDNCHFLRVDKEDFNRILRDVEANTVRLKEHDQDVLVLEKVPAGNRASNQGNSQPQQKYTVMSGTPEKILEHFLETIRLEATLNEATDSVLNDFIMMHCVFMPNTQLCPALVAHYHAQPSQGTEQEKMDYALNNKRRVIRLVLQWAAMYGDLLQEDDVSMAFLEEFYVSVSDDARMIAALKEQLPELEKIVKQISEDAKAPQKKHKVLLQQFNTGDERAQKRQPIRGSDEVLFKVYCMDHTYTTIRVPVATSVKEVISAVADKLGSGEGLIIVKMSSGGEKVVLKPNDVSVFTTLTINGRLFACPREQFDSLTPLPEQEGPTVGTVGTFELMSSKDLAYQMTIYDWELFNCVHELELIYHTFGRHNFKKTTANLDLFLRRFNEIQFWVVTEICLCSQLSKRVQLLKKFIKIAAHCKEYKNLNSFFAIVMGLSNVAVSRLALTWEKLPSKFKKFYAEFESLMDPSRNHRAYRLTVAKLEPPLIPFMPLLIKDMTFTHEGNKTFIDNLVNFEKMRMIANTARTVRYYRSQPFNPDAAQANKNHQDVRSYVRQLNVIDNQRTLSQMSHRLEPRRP
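In this primary screen, activation is scored as increased exchange of BODIPY-GDP from Rap1B by 100 nM EPAC2, with 50 uM GDP as competitor. Signal is normalized to the 6.5 mM cAMP agonist control.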
EPAC2 antag – EPAC2 (human) antagonism; EPAC2 GEF exchange of Rap1B-BODIPY-GDP, fluorescence; Potency, µM (series often up to 114 µM), for inactives: top-dose activity, negative = inhibition, hits mostly inhibitors; actives 0.18% (n = 360,000); AID 720708; further: potency means the concentration at half of the fitted maximal effect; on the % scale 0 is the no-effect control and ±100 the full control effect; nearly all actives have a fitted effect of over 45% in size; many of its hits are not listed in these tables
Abeta rescue – A-beta toxicity reversal in yeast; yeast expressing A-beta42, growth rescue, OD600, 48 h; response scale: 0% DMSO, 100% iron-clioquinol control; Potency, µM (doses to about 46.1 µM), inactives show at the top dose growth rescue, most hits filed as activators; actives 0.063% (n = 410,000); further: potency means the concentration at half of the fitted maximal effect; nearly all actives have a fitted effect of over 55% in size
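Yeast A-beta toxicity model in growth medium with pinned compounds, 48 h at 30 C; growth read as absorbance at 600 nm. Normalized to FeCl3/clioquinol equimolar mix (positive) and DMSO (negative).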
FUS yeast rescue – FUS proteinopathy suppression in yeast. S. cerevisiae FUS-expressing, growth rescue, OD600, 24 h. Potency, µM (titrated, usually from 76.6 µM), for inactives: at the highest dose growth rescue (activation), actives largely listed as activators. actives 0.24% (n = 390,000);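 further: potency means the concentration at half of the fitted maximal effect; plate controls were DMSO vehicle for no effect and reference control for full effect; nearly all actives have a fitted effect of over 55% in size; some results filed as inactive show a strong effect at the top dose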
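Read-out: OD at 600 nm after 24hr at 30C, reporting rescue of FUS-induced yeast toxicity. Cells at OD 0.005 in galactose (2%) minimal medium; compounds tested in a dilution series; CP55940 titration from 92uM final as control.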
DRD3 agonist – activates the human D3 dopamine receptor; AID 652048; actives 0.58% (n = 410,000); P35462; max activation, %; D3R DiscoveRx beta-arrestin cells, luminescence, 90 min; in the data active means max activation above about 30%; further: 0% is about no effect; mostly tested at two doses, the higher about 12 µM
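Agonist mode: compounds and dopamine controls were applied to plated cells for 90 min at 37 degrees C after an overnight attachment at 1500 cells/well. Luminescent read-out followed 30 - 60 minutes at room temperature with DiscoveRx detection reagent.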
D3 antag – antagonists of human D3 dopamine receptor; AID 652054; max response, negative = inhibition, %; actives 2.5% (n = 360,000); D3R cells, DiscoveRx beta-arrestin luminescence, antagonist mode; stronger effect = lower value; in the data active means max response below about -50%; inconclusive means no clear call, values can overlap the other calls; further: on the % scale 0 is the no-effect control and ±100 the full control effect; mostly tested at two doses, the higher about 12 µM
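Cells plated overnight at 1500 cells/well, then exposed to library compounds with dopamine controls for 90 minutes at 37 degrees C. DiscoveRx reagent added for 30–60 minutes at room temperature; luminescence read, quantitative HTS format.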
aSyn yeast inh – inhibitors of alpha-synuclein toxicity in yeast; actives 0.14% (n = 370,000); Potency, µM (series often up to 46.1 µM), for the others: top-dose growth rescue (activation), actives largely listed as activators; AID 652106; Yeast expressing alpha-synuclein, growth rescue, BacTiter-Glo, 24 h; further: potency means the concentration at half of the fitted maximal effect; % of control where 0% means no effect; nearly all actives have a fitted effect of over 65% in size
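Screening used galactose-induced yeast with toxic alpha-synuclein levels, exposed to compound for 24 hr at 30 deg C. Cell growth, read with BacTiter-Glo luminescence, gave the measured signal.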
* hit, by the source's call; ? = inconclusive; . = not tested or not shown; & = joins results of further samples; [ ] = dose if it differs, or a comment. Unless noted, the call rests on the fitted dose curve; in most records, active means well fitted curve in the direction sought with a large enough effect; inconclusive means small, poorly fitted or top-dose-only effect, or another doubt; inactive means no such curve, though single readings can be large; an effect the other way counts as inactive or inconclusive. An excerpt; the hit share may differ from the screen's.

SMILES	TDP-43 yeast inh	EPAC2 ag	EPAC2 antag	Abeta rescue	FUS yeast rescue	DRD3 agonist	D3 antag	aSyn yeast inh
COc1ccc(CNC(=O)C2CCN(S(=O)(=O)c3c(C)noc3/C=C/c3cccs3)CC2)cc1	7%	.	.	3%	0%	11	.	.
CCOc1ccc(NC(=O)CC2C(=O)N(c3cccc(OC)c3)C(=O)N2C2CCCCC2)cc1 (stereo unspecified)	-8%	.	.	-21%	?	-13	.	.
COC(=O)c1sc(NC(=O)c2cc(C)on2)nc1C	-3%	6%	0%	11%	5%	0	6	1%
O=C(COC(=O)C1CC1)Nc1ccc(S(=O)(=O)N2CCOCC2)cc1	25%	1%	25%	-6%	12%	-7	0	-12%
Cc1cccc(-c2noc(CN(C)C(=O)c3ccoc3C)n2)c1	20%	10%	-6%	1%	12%	8	4	2%
CC(C)OC(=O)c1nnc(Cc2ccc(Cl)cc2)o1	13%	8%	6%	-15%	-25%	-2	13	-10%
Nc1ccccc1C(=O)N1CCC(O)(c2ccc(Cl)cc2)CC1	24%	7%	-5%	26%	-11%	1	12	1%
Oc1c(Br)cc(Br)cc1/C=N/c1nccs1	?	5%	?	-24%	19%	-23	-55*	-9%
O=C(NCc1cccnc1)c1cc(C2CCCN(C(=O)c3cccc(O)c3)C2)on1 (stereo unspecified)	?	7%	11%	-4%	-13%	6	24	1%
Clc1ccc2nc(-c3ccc(Br)s3)cn2c1	-12%	11%	-8%	-20%	34%	10	-9	-12%
COc1ccccc1Nc1nnc(SCC(=O)c2cc(C)n(CC3CCCO3)c2C)s1 (stereo unspecified)	11%	12%	-8%	12%	?	-5	-5	9%
COc1cccc(C(=O)Nc2c3c(nn2-c2ccc(C)cc2C)CS(=O)(=O)C3)c1OC	-14%	.	.	-15%	3%	-7	.	-2%
O=c1c2ccccc2cnn1CCOc1ccccc1	-2%	6%	9%	0%	.	-4	52	15%
O=C1NC[C@H](CCCCN2C[C@H](Cc3ccccc3)N(CCc3ccc(O)cc3)C(=O)C2=O)N(CCC2CCCCC2)C1=O	23%	0%	-6%	-2%	?	0	1	-7%
COc1ccc(Cl)cc1NC(=O)CN(C)C(=O)c1cc2c(F)cccc2s1	?	7%	0%	-5%	?	0	-21	20%
O=C(Nc1cccc(F)c1)C1CCN(C(=O)c2ccc(Br)cc2)CC1	?	-5%	-3%[57.1 µM]	26%	18%	0	25	2%
COc1cccc(C(=O)Cn2c(=N)n(C)c3ccccc32)c1	-2%	0%[15.6 µM]	-4%	0%	13%	-13	?	-5%
COc1ccc(NC2=CC(=O)CC(c3ccccc3)C2)c(OC)c1 (stereo unspecified)	-1%	8%	-2%	3%	1%	-10	-22	-4%
Cc1ccc(OCc2cc(C(=O)N3CCCCCCC3)no2)cc1C	4%	13%	-10%	2%	31%	5	-5	0%
CC1CCCCN1C(=O)CSc1nnc(-c2ccc(Cl)s2)o1 (stereo unspecified)	0%	8%	-2%	-24%	13%	-9	34	-1%
CCN1CCc2c(sc(NC(=O)COc3ccccc3)c2C(=O)OC)C1	8%	9%	-2%	-7%	4%	0	34	6%
Cc1cc(NC(=O)CSCC(=O)Nc2ccc(Cl)c(C(F)(F)F)c2)no1	0%	5%	-6%	-9%	5%	27	-10	-3%
Cc1cc(/C=N/NC(=O)c2c(Br)cnn2C)c(C)n1-c1cccc(Br)c1	17%	7%	-5%	3%	44%	-16	-24	4%
CCOc1ccc(NC(=O)c2cc3cc4ccc(OC)cc4nc3o2)cc1	-6%	6%	-2%	-1%	-4%	1	14	-2%
CC(=O)Nc1cccc(NC(=O)Nc2cccc(F)c2)c1	3%	-2%	-12%	-7%	-28%	-1	-22	-1%
Cc1ccc(NC(=O)C2(c3ccccc3)CCCC2)nc1	7%	2%	3%	16%	6%	-1	-1	3%
CCOC(=O)C1CCCN(C(=O)/C=C/c2cc(OC)c(OC)c(OC)c2)C1 (stereo unspecified)	9%	5%	4%	1%	21%	0	4	-1%
CCOC(=O)c1c(S(=O)(=O)N(C)Cc2ccccc2)c(C)n(C)c1C	-14%	-5%	-1%	10%	13%	-3	-14	-2%
COc1ccc(NC(=O)CSc2nc3c(c(=O)[nH]2)CCC3)cc1OC	15%	4%	3%	4%	-4%	-6	-11	-3%
Cc1ccc(-c2cc3nc(C)cc(NCc4ccco4)n3n2)cc1	-2%	5%	-5%	-15%	26%	16	10	-14%
O=C(NC1CCCCC1)C1c2ccccc2OCC(=O)N1Cc1ccccc1 (stereo unspecified)	30%	7%	5%	-5%	-2%	-2	2	-13%
Cc1cc(N2C(=O)CC(Cc3ccccc3)C2=O)no1 (stereo unspecified)	5%	8%	4%	2%	8%	1	3	2%
COc1ccccc1CSc1nc2ccccc2[nH]1	15%	12%	-1%	?	7%	-21	10	-12%
CS(=O)(=O)CCC(C(=O)n1nnc2ccccc21)N1C(=O)c2ccccc2C1=O (stereo unspecified)	6%	-8%	9%	10%	7%	5	11	-1%
Cc1cc(F)ccc1NCc1cc2c(cc1[N+](=O)[O-])OCO2	18%	14%	6%	12%	32%	1	-24	-8%
Cc1nc2nc(-c3ccccc3)[nH]n2c(=O)c1C	-17%	13%	-5%	6%	22%	-13	12	-7%
COc1ccc(OC)c(Cc2nnc(CCC(=O)NC3CCCC3)o2)c1	-10%	3%	-8%	-7%	-9%	4	4	-3%
O=S(=O)(/N=C(/Nc1ccccn1)c1ccccc1)c1ccccc1	-25%	4%	-2%	11%	-13%	7	4	-1%
COc1cc(C)ccc1OCC(=O)NC1CCCCCC1	1%	6%	1%	-22%	-6%	0	30	20%
CCc1nn(CCCC(=O)NCc2cc(Br)ccc2OC)c(=O)c2cc3occc3n12	-23%&-4%	5%	-2%	-4%&-7%	?	4&-2	10	2%
O=C1CC(c2ccccc2)c2ccccc21 (stereo unspecified)	22%	2%	-24%	-1%	-29%	-1	-15	0%
Cc1ccc([C@H]2C(C(=O)O)=C[C@@H](C(C)(C)C)N2S(=O)(=O)c2ccc(C)cc2)cc1	?	-2%	8%	9%	31%	16	-2	-19%
CC[C@@H]1C(c2cccc(Cl)c2)=NN(c2ccc(Br)cc2)[C@H]1C(=O)N1CCOC1=O	-9%	8%	-5%	7%	?	7	-27	11%
O=[N+]([O-])c1ccc(NCCCNS(=O)(=O)c2ccccc2)c(Cl)c1	20%	13%	3%	16%	21%	2	-18	18%
Cc1ccc(Cl)cc1N1CCN(C(=O)C2CCCN(Cc3nc(-c4cccc(Cl)c4)oc3C)C2)CC1 (stereo unspecified)	-8%	.	.	-11%	9%	0	.	.
COc1ccccc1NC(=O)CN(Cc1ccco1)C(=O)c1ccc(N2CCCC2=O)cc1	11%	2%	-1%	-1%	24%	-5	-27	-1%
COc1ccccc1NC(=O)CCN1CCN(c2ccc(Cl)cc2)CC1	-3%	12%	-10%	4%	-11%	-3	-53*	0%
Cc1cc(N2CCN(C(=O)c3ccco3)CC2)n2nc(C)c(-c3ccccc3)c2n1	?	-4%	-5%	-32%[inhibitor]	28%	-6	-5	-3%
COc1cc(NS(=O)(=O)c2cc3c(cc2C)n(C)c(=O)c(=O)n3C)cc(OC)c1	-5%	.	.	-4%	6%	4	.	.
Nc1nnc(SCC(=O)c2ccc3ccccc3c2)s1	-1%	2%	-3%	-11%	3%	-2	7	-5%

Next compounds follow:
SMILES	TDP-43 yeast inh	EPAC2 ag	EPAC2 antag	Abeta rescue	FUS yeast rescue	DRD3 agonist	D3 antag	aSyn yeast inh
COc1ccc(S(=O)(=O)Nc2cccc(SC)c2)cc1OC	-17%	-2%	5%	12%	18%	-22	29	6%
C/C(CC(=O)NCc1ccc(Cl)cc1)=N\NC(=O)c1ccccc1F	-21%	4%	-3%	0%	11%	-1	-9	7%
CC(C)n1c(=O)c2c(O)cc(=O)oc2c2ccccc21	-48%[inhibitor]	-1%	18%	1%	15%	2	22	4%
CCOC(=O)c1sc(NC(=O)c2ccncc2)c(C#N)c1C	-64%[inhibitor]	-3%	4%	2%	.	16	53	-20%
N#Cc1cccc(NC(=O)c2ccc(S(=O)(=O)N3CCOCC3)cc2)c1	6%	2%	-12%	-4%	-17%	2	16	8%
COc1cc2c(cc1OC)CN(c1nc(CN3CCCC3)nc3sc(C)c(C)c13)CC2	9%	1%	3%	-10%	34%	5	62	-1%
Cc1ccc2c(c1)N1C(=O)c3ccccc3C1C1=C(CC(C)(C)CC1=O)N2 (stereo unspecified)	-3%	-17%	-4%	4%	7%	-8	-13	2%
COc1ccc(C(=O)CSc2nc(C)cc(C)n2)cc1[N+](=O)[O-]	-1%	-1%	-9%	1%	0%	9	7	0%
O=C(C1CC(c2ccc(F)cc2)=NO1)N1CCN(c2ccccc2)CC1 (stereo unspecified)	9%	4%	0%	-5%	-26%	-2	?	2%
O=C(O)c1ccc(Oc2cc(Oc3ccc(C(=O)O)cc3)cc([N+](=O)[O-])c2)cc1	3%	2%	-2%	2%	-16%	-1	-1	2%
CCOC(=O)c1cnc(SC2CC(=O)N(c3ccccc3)C2=O)nc1N (stereo unspecified)	-10%	-1%	0%	2%	6%	0	-9	-4%
Cc1cccc(C2c3[nH]c4ccccc4c3CCN2C(=O)c2nn(C)c(=O)c3ccccc23)n1 (stereo unspecified)	28%	14%	-11%	-9%	?	2	10	4%
Cc1cc(NC(=O)CSc2nc3c(cc2C#N)CCC3)no1	10%	-2%	1%	-13%	-18%	5	8	2%

One compound at a time, from the list above:
`Cc1cccc(C2c3[nH]c4ccccc4c3CCN2C(=O)c2nn(C)c(=O)c3ccccc23)n1` (stereo unspecified) in the list: TDP-43 yeast inh: 28%; EPAC2 ag: 14%; EPAC2 antag: -11%; Abeta rescue: -9%; FUS yeast rescue: ?; DRD3 agonist: 2; D3 antag: 10; aSyn yeast inh: 4%
`O=C(O)c1ccc(Oc2cc(Oc3ccc(C(=O)O)cc3)cc([N+](=O)[O-])c2)cc1` in the list: TDP-43 yeast inh: 3%; EPAC2 ag: 2%; EPAC2 antag: -2%; Abeta rescue: 2%; FUS yeast rescue: -16%; DRD3 agonist: -1; D3 antag: -1; aSyn yeast inh: 2%
`COc1ccc(C(=O)CSc2nc(C)cc(C)n2)cc1[N+](=O)[O-]` in the list: TDP-43 yeast inh: -1%; EPAC2 ag: -1%; EPAC2 antag: -9%; Abeta rescue: 1%; FUS yeast rescue: 0%; DRD3 agonist: 9; D3 antag: 7; aSyn yeast inh: 0%
